GAA glycogen – alters human alpha-glucosidase cleavage of glycogen; P10253; Potency, µM (top dose mostly 76.4 µM), for inactives: top-dose activity change, negative = inhibition, actives largely listed as inhibitors; hit rate 0.38% among 300,000; recombinant GAA, glycogen substrate, Amplex Red glucose oxidase fluorescence; AID 2100;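 also: 0% = full enzyme reaction and -100% = no-enzyme basal signal; the screen sought inhibitors and activators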
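Natural-substrate format: glycogen cleavage by 4 nM human enzyme, glucose read by Amplex Red coupling (Ex 573, Em 610 nm). Normalized to enzyme and no-enzyme controls.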
GAA spleen mod – inhibitors or activators of human alpha-glucosidase in spleen homogenate. P10253. human spleen homogenate, 4-MU-alpha-glucoside fluorescence. hit rate 0.006% among 240,000. Potency, µM (doses to about 79.9 µM), inactives show top-dose activity change, negative = inhibition, hits mostly inhibitors;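 also: 0% = enzyme with vehicle and -100% = no enzyme basal signal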
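Human spleen homogenate (1 ug) with 4-methylumbelliferyl-alpha-D-glucopyranoside (1 mM final) in 50 mM citrate/phosphate pH 5.0, 0.01% Tween-20; 40 min at 37 C. Stopped at pH 10; 4-MU fluorescence Ex 365/Em 440 nm; AC50 by Hill fit.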
aGal spleen mod – alpha-galactosidase A (human) modulation | hit rate 0.008% among 240,000 | AID 2107 | human spleen homogenate, 4MU-alpha-Gal fluorescence, 40 min | P06280 | Potency, µM (titrated, usually from 80 µM), without a hit: at the highest dose activity change, negative = inhibition, most hits filed as inhibitors;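 also: 0% = enzyme with vehicle and -100% = no enzyme basal signal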
Target sequence (P06280 32-429 limits assumed): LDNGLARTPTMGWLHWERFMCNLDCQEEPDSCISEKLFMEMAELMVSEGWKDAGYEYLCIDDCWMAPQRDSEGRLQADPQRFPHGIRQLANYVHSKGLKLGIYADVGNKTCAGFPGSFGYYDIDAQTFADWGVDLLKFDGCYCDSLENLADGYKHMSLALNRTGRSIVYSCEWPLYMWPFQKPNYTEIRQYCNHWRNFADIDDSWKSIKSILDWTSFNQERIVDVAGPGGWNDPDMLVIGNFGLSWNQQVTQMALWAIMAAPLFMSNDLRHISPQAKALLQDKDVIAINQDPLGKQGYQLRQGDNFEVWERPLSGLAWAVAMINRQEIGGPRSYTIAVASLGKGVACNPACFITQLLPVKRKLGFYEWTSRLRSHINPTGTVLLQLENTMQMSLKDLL
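Inhibition or activation of alpha-galactosidase in human spleen homogenate is scored by 4-MU fluorescence after 40 min at 37C, pH 5.0, with 1 mM substrate. AC50s come from concentration-response fitted to the Hill equation.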
Tau fibril ThT – tau fibrillization inhibition (ThT binding); recombinant tau K18 P301L, heparin-induced fibrillization, ThT fluorescence; Potency, µM (top dose mostly 57.4 µM), inactives show at the highest dose activity, negative = inhibition, actives largely listed as inhibitors; P10636; hit rate 2.1% among 270,000; also: % is scaled to controls: 0 for no effect and ±100 for the full control effect; nearly all actives have a fitted effect of over 55% in size
Target sequence (P10636 561-689 P618L limits assumed): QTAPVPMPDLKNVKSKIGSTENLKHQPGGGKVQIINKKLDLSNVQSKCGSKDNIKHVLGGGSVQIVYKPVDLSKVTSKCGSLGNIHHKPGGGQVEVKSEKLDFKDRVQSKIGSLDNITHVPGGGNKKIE
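Fibril formation assay: tau K18 P301L at 15 uM with trace Alexa 594 label, heparin inducer 20 uM, pH 7 sodium acetate buffer, 37 C for 6 hr; endpoint ThT signal.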
Tau fluor cs – counter-screen for tau fibril formation inhibitors; Potency, µM (highest dose often 57.7 µM), for the others: at the highest dose activity change, negative = decrease; hit rate 0.93% among 280,000; tau K18 P301L (four-repeat tau fragment) Alexa594 fluorescence, heparin fibrillization; also: % is scaled to controls: 0 for no effect and ±100 for the full control effect; nearly all actives have a fitted effect of over 55% in size
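Human K18 P301L tau (15 uM unlabeled plus 0.24 uM Alexa 594-labeled, final) in 100 mM sodium acetate pH 7 was mixed with compound and 20 uM heparin and incubated 6 hr at 37 C.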
GAA inhib – blocks human lysosomal alpha-glucosidase. AID 1466. purified human GAA, 4-MU-alpha-glucoside fluorescence. P10253. Potency, µM (titrated, usually from 76.9 µM), without a hit: at the highest dose activity change, negative = inhibition, actives largely listed as inhibitors. hit rate 0.005% among 200,000;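 also: plate controls were uninhibited enzyme wells for no effect and no-enzyme background for full effect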
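Activity normalized between no-enzyme (basal) and enzyme-only wells. Conditions: 4 nM human enzyme, 400 uM fluorogenic substrate, citrate/phosphate pH 5.0 with Tween-20, 20 min room temperature, compounds up to 77 uM.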
Tau fibril FP – blocks human tau fibril formation measured by polarization | P10636 | K18 P301L tau heparin fibrillization, Alexa594 FP, 6 h | Potency, µM (series often up to 57.7 µM), for the others: at the top dose activity, negative = inhibition, most hits filed as inhibitors | hit rate 0.39% among 280,000 | AID 1468; also: % is scaled to controls: 0 for no effect and ±100 for the full control effect; nearly all actives have a fitted effect of over 55% in size
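FP of Alexa 594-tau after heparin (20 uM) induction. Substrate: human K18 P301L, 15 uM unlabeled, 0.24 uM labeled. Buffer 100 mM sodium acetate pH 7. 6 hr, 37 C.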
HTT ATP protect – Huntington cell model cytoprotection by ATP luminescence. PC12 HTT-Q103 induced, cytoprotection, ATP luminescence, 40 h. Potency, µM (doses to about 56.4 µM), for inactives: cytoprotection (ATP increase), most hits filed as activators. hit rate 0.14% among 230,000;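 also: % of control where 0% means no effect; nearly all actives have a fitted effect of over 45% in size; toxic huntingtin expression switched on by the ecdysone agonist tebufenozide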
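PC12 cells stably carrying ecdysone-inducible Htt exon 1 (Q103)–GFP were induced with 100 nM tebufenozide (final) alongside library compounds in a dose series. Cytoprotection was scored as retained ATP by ATPlite luminescence.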
An asterisk follows results filed as active; ? = inconclusive; · = no result given; [ ] = remark or other dose. Calls follow the shape of the dose curve; as a rule, active = well fitted curve in the direction sought with a large enough effect; inconclusive = small, poorly fitted or top-dose-only effect, or another doubt; inactive = no such curve, though single readings can be large; an effect the other way counts as inactive or inconclusive. Potency is read from the fitted curve at half-maximal effect.

Values run as follows: GAA glycogen	HTT ATP protect	Tau fibril FP	aGal spleen mod	GAA inhib	GAA spleen mod	Tau fluor cs	Tau fibril ThT
> COc1ccc2c(c1)[nH]c1c(=O)n(CCN3CCCC3)cnc12
    3%	-10%	-2%	-7%	3%	-3%	-8%	?
> CC(=O)Nc1ccc(N2C(=O)c3cccc(NC(C)=O)c3C2=O)cc1
    0%	·	0%	1%	-6%	0%	0%	-6%
> Cc1oc(-c2ccc(Cl)cc2)nc1CN1CCCC(C(=O)N2CCN(C(=O)c3ccco3)CC2)C1 (stereo not drawn)
    -6%	-51%[inhibitor]	9%	-6%	-3%	-5%	-8%	-9%
> O=C(C1CCCN(S(=O)(=O)c2cccc3cccnc23)C1)N1CCc2ccccc21 (stereo not drawn)
    2%	-31%	11%	-3%	-4%	0%	-27%	-18%
> Cc1nc(-c2ccc(NC(=O)c3cccs3)cc2)cs1
    4%	-4%[1.9 µM]	-11%	2%	-1%	4%	1%	-8%
> CCOc1ccc(NC(=O)CCS(=O)(=O)c2ccc3c(c2)n(C)c(=O)c(=O)n3C)cc1
    13%[76.3 µM]	·	0%	·	·	·	-3%	-3%
> Cc1ccc(C)c(S(=O)(=O)NCc2ccc(C(=O)N3CCN(C)CC3)cc2)c1
    9%	-35%	0%	-11%	0%	-8%	0%	3%
> CC(/C=C/c1ccc(N(C)C)cc1)=N/N=C1/NC(=O)CC(C(=O)Nc2ccc(Cl)cc2)S1 (stereo not drawn)
    -4%	·	-3%	-12%	?	-20%	8.9µM*[quencher]	7.9µM*
> O=C(NCCc1ccccc1)c1nnc(Cc2cccc(F)c2)o1
    -7%[76.3 µM]	·	-4%	·	·	·	-29%	-15%
> N#Cc1c(-c2cccs2)nc(SCc2ccc(Cl)cc2)[nH]c1=O
    -3%	-11%[10 µM]	3%	7%	-5%	10%	3%	3%

More structures
Values run as follows: GAA glycogen	HTT ATP protect	Tau fibril FP	aGal spleen mod	GAA inhib	GAA spleen mod	Tau fluor cs	Tau fibril ThT
> CC(C)CC(=O)N1CCC(O)(CS(=O)(=O)c2ccc(Cl)c(Cl)c2)CC1
    -6%	26%[10 µM]	4%	-6%	-25%	-1%	14%	10%
> COc1cc([N+](=O)[O-])ccc1NC(=O)CCCOc1cccc(C)c1
    -11%	-19%	6%	1%	-3%	0%	?	?
> Cc1cccc(NC(=O)C23CCC(C)(C(=O)O2)C3(C)C)c1 (stereo not drawn)
    6%	-24%	3%	2%	-2%	-12%	2%	1%
> O=C(O)c1cccc(NC(=O)c2cccc(S(=O)(=O)Nc3cccc(F)c3)c2)c1
    -24%[76.3 µM]	·	2%	·	·	·	1%	0%
> CCc1ccccc1NC(=S)N(Cc1ccc(C(=O)O)cc1)Cc1ccc(OC)c(OC)c1
    0%	-67%[inhibitor]	-1%	-1%	14%	-1%	-22%	?
> O=C(CSc1nnc(COc2ccc(Cl)cc2)n1Cc1ccco1)c1ccccc1F
    -3%	6%	0%	-2%	-20%	-5%	2%	-1%
> Cc1oc(C(C)(C)C)cc1C(=O)Nc1cccc(/C=C/C(=O)O)c1
    -1%	-15%	2%	0%	2%	4%	-1%	-10%
> CCOC(=O)N1CCC(=NNc2ccc(S(=O)(=O)N3CCOCC3)cc2[N+](=O)[O-])CC1
    -9%	·	?	6%	-8%	0%	-14%	?
> O=C(CSc1ncc(-c2ccccc2)[nH]1)Nc1ccc(F)cc1F
    4%[76.3 µM]	·	7%	·	·	·	?	-11%
> CC(NC(=O)c1cn(C)c2ccc(S(=O)(=O)N3CCCC3)cc2c1=O)c1ccc2c(c1)OCCO2 (stereo not drawn)
    0%	?	5%	5%	8%	5%	-23%	-9%

The results go on.
Values run as follows: GAA glycogen	HTT ATP protect	Tau fibril FP	aGal spleen mod	GAA inhib	GAA spleen mod	Tau fluor cs	Tau fibril ThT
> CNc1nc(-c2ccc3c(c2)CCN3S(=O)(=O)c2ccccc2)c(C)s1
    3%	16%[10 µM]	9%	1%	10%	7%	?	-16%
> CC(=O)c1ccc(NC(=O)CSc2ccsc2[N+](=O)[O-])cc1
    -2%	·	1%	5%	-4%	7%	-26%	?
> CC(OC(=O)CCCc1nc2ccccc2s1)C(=O)NC(N)=O (stereo not drawn)
    10%	6%[10 µM]	-3%	-1%	-2%	4%	-10%	-4%
> COc1ccc(C(=O)Nc2cccc(-c3ccc4nncn4n3)c2)cc1
    -2%	-37%	-12%	6%	-11%	14%	-11%	-20%
> CCOc1ccc2nc(NC(=O)c3nc(SC)ncc3Cl)sc2c1
    ?	·	-12%	·	·	·	-5%	-6%
> CCCN1CCN(C(=O)Nc2cccc(C(F)(F)F)c2)CC1
    4%	24%[10 µM]	-7%	19%	2%	12%	-12%	-7%
> Cc1onc(-c2c(Cl)cccc2Cl)c1C(=O)NC(=S)N1CCOCC1
    -15%	4%[10 µM]	2%	3%	9%	-1%	-10%	-10%
> O=S(=O)(NCC(O)c1ccccc1)c1ccc(-c2ccccn2)s1 (stereo not drawn)
    -11%	-9%[10 µM]	4%	2%	1%	4%	-15%	-8%
> O=C(Nc1nnc(COc2ccccc2)s1)C1CCN(S(=O)(=O)c2ccc(Cl)cc2)CC1
    10%	-15%	-1%	3%	2%	6%	-5%	-6%
> O=[N+]([O-])c1c(NCCCO)cc(Sc2nc3ccccc3s2)c2nonc12
    5%	-132%[inhibitor]	-21%	-10%	-5%	-8%	?	2.2µM*

The closing four compounds of the section before come first, to join the parts.
Values run as follows: GAA glycogen	HTT ATP protect	Tau fibril FP	aGal spleen mod	GAA inhib	GAA spleen mod	Tau fluor cs	Tau fibril ThT
> Cc1onc(-c2c(Cl)cccc2Cl)c1C(=O)NC(=S)N1CCOCC1
    -15%	4%[10 µM]	2%	3%	9%	-1%	-10%	-10%
> O=S(=O)(NCC(O)c1ccccc1)c1ccc(-c2ccccn2)s1 (stereo not drawn)
    -11%	-9%[10 µM]	4%	2%	1%	4%	-15%	-8%
> O=C(Nc1nnc(COc2ccccc2)s1)C1CCN(S(=O)(=O)c2ccc(Cl)cc2)CC1
    10%	-15%	-1%	3%	2%	6%	-5%	-6%
> O=[N+]([O-])c1c(NCCCO)cc(Sc2nc3ccccc3s2)c2nonc12
    5%	-132%[inhibitor]	-21%	-10%	-5%	-8%	?	2.2µM*
> COc1ccc(-c2cc(=O)oc3cc(OCC(=O)c4cccc([N+](=O)[O-])c4)ccc23)cc1
    1%	·	-3%	2%	-1%	-2%	-20%	-7%
> S=c1[nH]cc(-c2ccc(Cl)cc2)n1-c1ccccc1
    -1%	·	11%	-3%	3%	-1%	-30%	?
> O=C(OCn1ncc(Br)c(Br)c1=O)c1ccccc1Cl
    -8%	-80%[inhibitor]	?	4%	1%	1%	-20%	8.9µM*
> CC(C)(C)c1ccc(OC2=CS(=O)(=O)c3ccccc32)cc1
    2%	-43%[inhibitor]	2%	0%	?	0%	-20%	-16%
> O=C(NCCCc1nc2ccccc2[nH]1)c1ccc(F)cc1
    -5%	0.35µM*	-6%	-1%	-5%	·	-2%	0%
> Cc1cccnc1NC(=S)NC(=O)/C=C/c1ccco1
    -6%	-9%	?	-6%	-3%	-11%	-27%	28µM*
> Cc1ccc(-c2nn(C)c(=O)c3ccccc23)cc1CNC(=O)NC1CCCCC1
    3%	-4%[10 µM]	8%	-5%	·	0%	-2%	?
> Cc1c(C(=O)NCc2ccc(S(N)(=O)=O)cc2)oc2ccc(Cl)cc12
    10%	-20%	-7%	3%	4%	0%	8%	5%
> CC(CCc1ccco1)NC(=O)Cn1ncc2c(=O)oc3ccccc3c21 (stereo not drawn)
    -1%	-12%[10 µM]	2%	11%	-1%	-9%	2%	2%
> CCn1c(C)nc2cc(C(=O)NNC(=S)Nc3ccccc3Cl)ccc21
    -18%	-3%[10 µM]	5%	2%	-3%	1%	-7%	?

New compounds follow.
Values run as follows: GAA glycogen	HTT ATP protect	Tau fibril FP	aGal spleen mod	GAA inhib	GAA spleen mod	Tau fluor cs	Tau fibril ThT
> Cc1ccc(CO/N=C\Cc2snc(Sc3ncc(C(F)(F)F)cc3Cl)c2C#N)cc1
    -8%	-5%	4%	-2%	-6%	-9%	?	?
> COc1ccc2c(-c3cccnc3)cc(=O)[nH]c2c1
    -2%	-2%	10%	-5%	5%	3%	7%	-1%
> COc1cccc(CNc2nc3c(-c4cccc(C)c4)nnn3c3ccccc23)c1
    -14%[76.3 µM]	·	-14%	·	·	·	?	5%
> CCOC(=O)Cc1nc(-c2ccc(Cl)cc2)n[nH]1
    1%	-2%	-14%	-18%	-1%	1%	-9%	-10%
> Cc1cc(C(=O)CSc2nnnn2C)c(C)n1CCc1ccc(Cl)cc1
    8%	3%[10 µM]	2%	-8%	1%	-4%	2%	-3%
> COc1ccc2c(c1OC)C(=O)OC2Nc1nc(-c2cc3cc(Br)ccc3oc2=O)cs1 (stereo not drawn)
    -1%	18%[10 µM]	7%	6%	·	4%	-20%	?
> Cc1nc2ccc(S(=O)(=O)CCC(=O)Nc3ccc(Cl)cc3)cc2s1
    -2%[76.3 µM]	·	0%	·	·	·	-16%	-4%
> O=C(CN1C(=O)NC2(CCCc3ccccc32)C1=O)N1CCc2ccccc2C1 (stereo not drawn)
    7%	-14%[10 µM]	6%	-18%	0%	2%	1%	-13%
> COc1cccc(NC(=O)N2CCN(S(C)(=O)=O)CC2)c1
    -14%	-5%	11%	6%	-7%	6%	15%	11%
> C[n+]1cccc2c(Br)ccc([O-])c21
    10%	-18%[10 µM]	?	4%	-3%	0%	?	14µM*

More entries
Values run as follows: GAA glycogen	HTT ATP protect	Tau fibril FP	aGal spleen mod	GAA inhib	GAA spleen mod	Tau fluor cs	Tau fibril ThT
> O=C(Nc1ccc2nn(-c3ccc(F)cc3)nc2c1)c1cccc2c(Cl)cccc12
    -4%[76.3 µM]	·	?	·	·	·	?	-17%
> CC1=NN(C(=O)c2nn(C)cc2Br)C(O)(C(F)(F)F)C1 (stereo not drawn)
    4%	·	-1%	0%	-1%	3%	12%	4%
> COc1ccc(C(NC(=O)c2ccco2)c2ccc(OC)c(OC)c2)cc1OC
    9%	-19%[0.074 µM]	4%	-12%	5%	1%	6%	0%
> O=C(c1cccc(S(=O)(=O)N2CCCCCC2)c1)N1CCN(c2ccccc2)CC1
    -9%	-25%	6%	2%	-1%	0%	0%	1%
> Cc1ccsc1C(=O)Nc1ccc(C(=O)O)cc1
    1%	-10%	1%	1%	-2%	-2%	-2%	-7%

Screening results: PubChem, National Center for Advancing Translational Sciences (NCATS)
